NCI-60 one-dose screen, 48 h, at 10 µM unless noted. Numbers give growth in % (100 = growth as untreated, 0 = no growth, -100 = all killed).
CAKI-1 = CAKI-1 renal cancer; 4.7% of 75,000 active
NCI-H522 = NCI-H522 lung cancer; AID 1794739; 8% of 78,000 active
NCI/ADR-RES = NCI/ADR-RES ovarian cells; 4.4% of 81,000 active
NCI-H226 = NCI-H226 lung cancer; 3.5% of 79,000 active
NCI-H23 = NCI-H23 lung cancer. 4% of 80,000 active. AID 1794731
RXF 393 = RXF 393 renal cancer cells; 6.9% of 77,000 active; AID 1794773
A498 = A498 renal cancer cells; 5.4% of 76,000 active
NCI-H460 = NCI-H460 lung cancer; 6.8% of 82,000 active; AID 1794736
ACHN = ACHN renal cancer | 4.9% of 81,000 active
The depositor's hits bear a star; · = not tested or not shown. The calls were made as follows: active = growth percent below 10; inactive = the rest.

SMILES	CAKI-1	NCI-H522	NCI/ADR-RES	NCI-H226	NCI-H23	RXF 393	A498	NCI-H460	ACHN
CCCC1=C(C(=O)OCC)C(c2ccc3c(c2)OCO3)NC(=O)N1C (stereo not given)	94	90	107	100	103	115	48	105	100
COc1cc2c(cc1O)CCc1cc(O)cc(OC)c1-2	95	62	99	87	99	103	79	94	95
CC1(C)CC(=O)C2=C(C1)N(c1ccc(OC(F)(F)F)cc1)C(N)=C(C#N)C2c1ccc(F)cc1 (stereo not given)	87	72	98	100	101	100	88	102	99
O=C(CSc1nc2ccc([N+](=O)[O-])cc2[nH]1)Nc1ccc(Br)cc1	40	21	59	48	44	86	31	48	53
Cc1cccc2sc(=S)[nH]c12	68	·	104	88	99	107	·	106	96
CCCn1cnc2c(SC(C)C)nc(N)nc21	·	94	97	111	94	108	81	93	116
O=C(NNc1nc(N2CCOCC2)nc(N2CCOCC2)n1)c1ccccc1	·	97	105	107	102	119	116	115	102
CC(=O)[C@H]1C[C@H](O)[C@H]2[C@@H]3CCC4=CC(=O)CC[C@]4(C)[C@H]3C[C@H](O)[C@@]21C	98	78	103	104	103	108	110	109	102
O=C(CN(C(=O)Cn1c(=O)n2nnnc2c2ccccc21)c1ccccc1C(F)(F)F)Nc1ccc(C(F)(F)F)cc1	99	98	106	104	103	116	116	105	102
O=C1c2ccccc2C(=O)c2cc(Br)ccc21	117	108	113	100	96	112	101	105	117
CC(=O)NCCN1c2nc3ccccc3cc2Sc2cc3ccccc3nc21	92	84	94	101	90	·	183	113	142
CSc1nc2c(c(=O)[nH]1)C(c1ccc(Cl)cc1)C1=C(N2)/C(=C/c2ccc(Cl)cc2)CC1 (stereo not given)	96	80	94	95	97	105	82	111	97
Cc1cc2c(cc1Cl)ncn2C	101	94	113	112	110	·	111	105	101
O=C(O)c1ccc(C(F)(F)F)cc1	105	103	110	112	117	113	88	106	103
O=C(Nc1ccncc1)C(=O)c1cn(S(=O)(=O)c2ccc(Oc3ccccc3)cc2)c2ccccc12	57	87	93	103	78	110	35	72	86

Full records from above:
Results for CCCn1cnc2c(SC(C)C)nc(N)nc21 = CAKI-1 = ·; NCI-H522 = 94; NCI/ADR-RES = 97; NCI-H226 = 111; NCI-H23 = 94; RXF 393 = 108; A498 = 81; NCI-H460 = 93; ACHN = 116
Results for CC1(C)CC(=O)C2=C(C1)N(c1ccc(OC(F)(F)F)cc1)C(N)=C(C#N)C2c1ccc(F)cc1 (stereo not given) = CAKI-1 = 87; NCI-H522 = 72; NCI/ADR-RES = 98; NCI-H226 = 100; NCI-H23 = 101; RXF 393 = 100; A498 = 88; NCI-H460 = 102; ACHN = 99

Remaining list, next part:
SMILES	CAKI-1	NCI-H522	NCI/ADR-RES	NCI-H226	NCI-H23	RXF 393	A498	NCI-H460	ACHN
CCOC(=O)c1cn2ncnc(Oc3ccc(NC(=O)NCCN4CCOCC4)c(Cl)c3)c2c1C	88	94	101	93	100	94	85	100	99
C=C1C(=O)O[C@H]2[C@H]1CC/C(Cn1cc(-c3ccc(N)cc3)nn1)=C\CC[C@@]1(C)O[C@@H]21	17	-73*	70	-14*	22	-67*	44	74	3.2*
C(CCSC1=NCCN1)CSC1=NCCN1	91	82	95	103	83	109	112	103	99
CC1=C(C(=O)O)C(C)CC(=O)N1c1ccccc1 (stereo not given)	100	·	104	99	95	106	·	·	99
Cc1ccc(Sc2ccc3[nH]c(=O)nc(N)c3c2)cc1	106	84	119	·	131	104	101	106	113
C=C1CCC2C3(C)COC(c4ccccc4F)OC3CCC2(C)C1CC(O)C1=CCOC1=O (stereo not given)	66	-50*	5.4*	84	80	51	141	82	-23*
NC(=S)N/N=C/c1cccnc1	102	77	106	101	104	106	94	105	111
COc1cc(OC)c2ccc(=O)oc2c1	113	116	105	114	101	123	101	104	104
CCOC(=O)C/C=C/CC(=O)OCC	102	107	107	97	103	111	119	109	106
O=c1[nH][nH]c(Nc2ccccc2)c1N=Nc1ccc(F)cc1	59	75	100	84	102	83	110	101	86
Cn1nc(N)c2ncc(C(Cl)(Cl)Cl)nc21	103	99	111	104	100	106	87	111	103
CC(=O)Nc1cc2c(cc1Br)-c1ccccc1C2O (stereo not given)	·	78	96	84	99	·	120	103	88
CCOC(=O)c1c(/C=C/C(=O)O)nc2ccccc2c1/C=C/c1ccccc1	62	41	33	54	50	11	8.8*	28	43
NC(=S)n1[nH]c(N)c(N=Nc2ccc(S(=O)(=O)N=C(N)N)cc2)c1=O	93	98	104	101	103	110	107	103	103
CSc1nc2[nH]c(=O)cc(O)n2n1	94	92	102	105	105	124	·	108	105

5 entries already listed, ordered by number of heavy atoms, rising:
SMILES	CAKI-1	NCI-H522	NCI/ADR-RES	NCI-H226	NCI-H23	RXF 393	A498	NCI-H460	ACHN
CCOC(=O)C/C=C/CC(=O)OCC	102	107	107	97	103	111	119	109	106
Cn1nc(N)c2ncc(C(Cl)(Cl)Cl)nc21	103	99	111	104	100	106	87	111	103
C(CCSC1=NCCN1)CSC1=NCCN1	91	82	95	103	83	109	112	103	99
CC(=O)Nc1cc2c(cc1Br)-c1ccccc1C2O (stereo not given)	·	78	96	84	99	·	120	103	88
CCOC(=O)c1c(/C=C/C(=O)O)nc2ccccc2c1/C=C/c1ccccc1	62	41	33	54	50	11	8.8*	28	43

More records.
SMILES	CAKI-1	NCI-H522	NCI/ADR-RES	NCI-H226	NCI-H23	RXF 393	A498	NCI-H460	ACHN
O=C1Nc2ccccc2/C1=C/C(=O)c1ccc(N2CCOCC2)cc1	78	36	100	100	87	92	90	101	73
COc1ccc2nc(-c3cc(-c4ccc5c(c4)OCO5)n[nH]3)[nH]c2c1	69	58	88	86	97	77	78	69	63
c1ccc2c(c1)Nc1cc3ccccc3cc1N2	38	-15*	31	81	30	63	82	52	27
COc1cc2c(=O)n(CCCN(C)C)c3c4cc[nH]c4ncc3c2cc1OC	84	0.7*	89	37	41	23	19	18	27
CCOC(=O)c1sc2nc(-c3cccc(C#N)c3)nc(N3CCOCC3)c2c1C	79	84	88	78	88	72	99	100	82
CCC(O)(C(c1ccccc1)c1ccccn1)C(c1ccccc1)c1ccccn1 (stereo not given)	90	102	109	104	110	118	97	110	95
O=C(c1ccc(O)cc1)C1[C@H](c2ccccc2Br)[C@@H](c2ccccc2)NC12C(=O)Nc1ccc(Br)cc12 (stereo not given in full)	24	0.1*	65	37	46	55	80	31	38
Cc1cc(C)n([C@H]2CC(=O)O[C@@H]2COC(=O)c2ccccc2)n1	99	106	108	100	103	108	94	103	113
O=C(Cc1ccccc1)NCCCN(CCc1ccccc1)CCc1ccccc1	92	61	89	105	92	94	92	99	99
Cc1ccc(Nc2c(C(N)=O)cnc3ccc(-c4csc(N)n4)cc23)cc1	·	101	96	88	88	98	73	100	85
COC1C/C(=N\O)C2OC(c3ccccc3)OCC2O1 (stereo not given)	98	97	103	103	101	·	90	112	108
CN1C(=O)CC(c2ccccc2)C1=O (stereo not given)	93	82	92	103	104	108	101	104	97
CC(=O)N1c2ccccc2CC1c1c[nH]c2ccccc12 (stereo not given)	90	62	91	78	88	103	74	95	102
C=CCOC(=O)Oc1c(Cl)c(Cl)c(OC(=O)OCC=C)c(Cl)c1Cl	·	54	103	95	101	104	92	108	·
COc1ccc2cc(-c3nnc(C)c4nn(-c5ccc(Cl)cc5)cc34)ccc2c1	109	68	92	108	89	108	111	97	85
COc1ccc(-c2nc3n[nH]c(-c4ccc(OC)cc4)c3c(-c3ccc(C(F)(F)F)cc3)c2C#N)cc1	49	85	75	62	83	95	154	76	67
CC(=O)c1cc2c(C)cc(=O)oc2cc1OCCN1CCOCC1	110	105	96	97	85	106	120	103	100
CCOC(=O)/C(C#N)=C1/C=CCCC1	95	93	116	103	107	111	·	105	113
CC(=O)Nc1cccc(NC(C)=O)n1	126	100	131	103	128	·	100	104	105
Brc1ccc(CSc2ncnc3nc[nH]c23)cc1	90	95	102	92	102	112	96	106	100
C[C@H](c1c(F)cccc1F)n1nnc(C(N)=O)c1C(N)=O	93	91	102	94	97	104	114	102	103
COc1nc2c(=O)[nH]c(N)nc2n1C1OC(CO)C(O)C1O (stereo not given)	110	100	115	116	101	117	109	119	113
Cc1cc(N2CCCCC2)cc(C)c1-c1csc(NC(=O)c2ccncc2)n1	49	44	56	61	45	78	43	67	57
NS(=O)(=O)c1cccc(Nc2nc(SCC(=O)c3ccc(-c4ccccc4)cc3)nc3ccccc23)c1	104	95	101	93	·	110	·	94	95
O=C1Nc2ccccc2C1(N1CCCCC1)N1CCCCC1	77	106	99	97	109	109	104	103	100
NS(=O)(=O)c1ccc(Nc2nc(Nc3ccccc3)nc3n[nH]c(=S)n23)cc1	95	89	105	105	93	109	103	100	99
C=CCN1C(=O)/C(=C/c2ccc(OC)cc2OC)SC1=Nc1ccc(Cl)c(Cl)c1	91	80	100	·	92	102	84	100	92
N#Cc1nc(-c2ccccc2)oc1S(=O)(=O)NCC(c1ccc(Cl)cc1)N1CCCCC1 (stereo not given)	·	-18*	91	117	79	101	102	77	83
CCOC(=O)CCNc1nc(N)nc(N(C)C2CCCCC2)c1C=O	107	92	103	95	100	102	103	116	103
COc1ccc(C(=O)Nc2nc(-c3ccc(Cl)cc3)cs2)cc1OC	102	100	123	98	119	108	94	103	103
Cn1ncc2c(Cl)ncnc21	98	82	106	95	102	106	101	105	108
CC(=O)CC(=O)NCc1ccccc1	92	85	105	112	98	133	120	113	99
CCCCn1c(O)c(N=Nc2nc(-c3cc4ccccc4oc3=O)cs2)c2cc(Br)ccc21	102	101	102	99	98	·	103	114	106
CCN1C(=O)N(c2ccccc2)C2Nn3c(s/c(=C4\C(=O)N(C(C)C)c5ccccc54)c3=O)=NC21 (stereo not given)	87	92	109	·	104	112	·	108	108
COc1cc(C)cc(-c2nn(CC(N)=O)cc2-c2ccnc(Oc3ccc[n+]([O-])c3)n2)c1	104	102	102	101	93	100	92	107	111
CSc1nc(NC(=O)CN2CCN(c3cc4c(cc3F)c(=O)c(C(=O)O)cn4C3CC3)CC2)cc(=O)[nH]1	99	91	106	93	91	98	94	93	102
Nc1nc2c(nc(N3CCOCC3)n2[C@@H]2O[C@H](CO)[C@@H](O)[C@H]2O)c(=O)[nH]1	97	95	110	·	104	99	·	108	102
NC1=NC(c2ccc(Cl)cc2)c2c(n[nH]c2N)N1 (stereo not given)	92	89	102	95	91	123	91	105	99
O=C(Nc1ccc(Br)cc1)Nc1cccc(Cl)c1	83	96	73	83	88	109	102	93	88
O=C(CSc1nc(-c2ccc(Cl)cc2)cn1-c1ccc(Cl)cc1)c1ccc(-c2ccccc2)cc1	94	74	91	95	79	97	94	75	102
O=C1C=CC(=O)N1c1cccc([N+](=O)[O-])c1	105	93	111	108	109	111	99	106	91
CCCCCCC1(C)OCC(C)(C)CO1	10	·	112	96	114	108	118	111	101
O=C(NNC(=O)c1ccc(OCc2nc3ccc(Cl)cc3[nH]2)cc1)Nc1ccc(Cl)c(C(F)(F)F)c1	81	49	95	64	36	67	154	38	75
CCOC(=O)c1cnc2ccc(OC)cc2c1Nc1cccc(S(N)(=O)=O)c1	92	101	109	107	100	117	87	108	99

Look-ups from above:
CCCCCCC1(C)OCC(C)(C)CO1 | NCI/ADR-RES = 112
O=C(Nc1ccc(Br)cc1)Nc1cccc(Cl)c1 | NCI-H23 = 88
CCOC(=O)c1cnc2ccc(OC)cc2c1Nc1cccc(S(N)(=O)=O)c1 | NCI-H460 = 108
NC1=NC(c2ccc(Cl)cc2)c2c(n[nH]c2N)N1 (stereo not given) | NCI-H460 = 105
CCCCn1c(O)c(N=Nc2nc(-c3cc4ccccc4oc3=O)cs2)c2cc(Br)ccc21 | ACHN = 106
CSc1nc(NC(=O)CN2CCN(c3cc4c(cc3F)c(=O)c(C(=O)O)cn4C3CC3)CC2)cc(=O)[nH]1 | NCI-H522 = 91
O=C1C=CC(=O)N1c1cccc([N+](=O)[O-])c1 | CAKI-1 = 105

Bioassay records as filed in PubChem.
